Screening data (PubChem)
SKN-1 inh: inhibitors of C. elegans SKN-1; C. elegans VP596 Pgst-4::GFP/RFP ratio, acrylamide-induced, 24 h; inhibition, % at 21.8 µM; 360,000 tested, 0.49% active; AID 624304;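 active = interference check ratio from 0.5 to 1.5 plus GFP to RFP signal ratio inhibition reaching or exceeding a fixed threshold, cut at about 30% in these data, passing the limit was not always enough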; also: some compounds called inactive have numbers as strong as hits
Rin1-Abl PPI inh: blocks binding of human Rin1 to Abl; TR-FRET Rin1/Abl binding, biochemical; inhibition, % at 7.35 µM; 360,000 tested, 0.4% active; AID 588664; in the data active = inhibition above about 5%, passing the limit was not always enough
NadD inh: NadD (S. aureus) enzyme inhibition | inhibition, % at 20 µM | 360,000 tested, 0.78% active | AID 602399 | purified NadD enzyme, colorimetric absorbance read-out; in the data active = inhibition above about 26%; also: some compounds past the cut are filed as inactive
MT1-MMP act inh: blocks activation of human MT1-MMP; HT1080 RFP-PRO-GFP cells, GFP/RFP ratio fluorescence, overnight; percent of plate control window, DMSO zero; GFP/RFP ratio change, % at 20 µM; 360,000 tested, 0.061% active;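 active = GFP/RFP ratio change of at least 30% with cell ATP level not reduced by more than half and red fluorescence within 50% of control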; also: strong numbers were not always called active
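Assay system: HT1080 RFP-PRO-GFP cells. Benchmarks: DMSO vehicle wells and RFP-L50D-GFP reporter cell wells. Times: overnight cell settling, then overnight compound exposure, 37 °C, 5% CO2. Compound: 20 µM single dose, 1% DMSO. Read-out basis: GFP/RFP fluorescence ratio.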
Neddyl block: cullin neddylation inhibition. P61081+Q13564. TR-FRET cullin neddylation, biochemical. calls only at 25 µM. 360,000 tested, 0.58% active. AID 651699; in the data active = inhibition above about 36%
Target sequence (P61081 whole entry, looked up): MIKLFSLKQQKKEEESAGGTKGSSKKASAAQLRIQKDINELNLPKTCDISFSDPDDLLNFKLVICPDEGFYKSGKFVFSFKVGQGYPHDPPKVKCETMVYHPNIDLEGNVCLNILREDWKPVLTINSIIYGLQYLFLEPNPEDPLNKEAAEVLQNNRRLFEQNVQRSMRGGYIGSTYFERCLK
Target sequence (Q13564 whole entry, looked up): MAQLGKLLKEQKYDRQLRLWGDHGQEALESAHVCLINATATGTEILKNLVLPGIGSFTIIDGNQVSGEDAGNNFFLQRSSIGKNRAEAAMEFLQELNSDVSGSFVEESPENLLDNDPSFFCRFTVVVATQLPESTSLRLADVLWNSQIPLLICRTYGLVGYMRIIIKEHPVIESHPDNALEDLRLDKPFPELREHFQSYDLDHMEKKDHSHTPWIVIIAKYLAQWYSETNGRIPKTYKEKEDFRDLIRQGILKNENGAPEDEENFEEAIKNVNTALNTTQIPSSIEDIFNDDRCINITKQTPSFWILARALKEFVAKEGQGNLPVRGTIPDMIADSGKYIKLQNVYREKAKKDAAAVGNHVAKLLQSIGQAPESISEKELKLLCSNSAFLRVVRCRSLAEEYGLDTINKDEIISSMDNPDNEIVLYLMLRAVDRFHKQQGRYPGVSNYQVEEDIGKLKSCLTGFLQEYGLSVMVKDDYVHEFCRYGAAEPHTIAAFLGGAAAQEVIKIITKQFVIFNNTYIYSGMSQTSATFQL
FAS-TE inh: FAS thioesterase (human) inhibition; recombinant FAS-TE, OMFH fluorogenic substrate, fluorescence endpoint; inhibition, % at 15 µM; 360,000 tested, 0.67% active; P49327; AID 602261;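 active = compounds whose normalised, plate-corrected inhibition of enzyme fluorescence in the single-dose primary screen is 50% or more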;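 also: 0% = DMSO with enzyme and 100% = substrate without enzyme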
CSN inh: inhibitors of human CSN-mediated cullin deneddylation; AID 651999; 360,000 tested, 0.38% active; Purified CSN, SCF-Nedd8-OG deneddylation, fluorescence polarization; inhibition, % at 12.5 µM;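 active = pattern-corrected inhibition above about 35%, with an unprinted fluorescence ratio check between 0.5 and 1.5, limit read from the data, passing the limit was not always enough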;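 also: 0% = enzyme with substrate and 100% = substrate without enzyme; some results filed as inactive read as strong as hits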
Target sequence (Q92905 whole entry, looked up, one chain of several): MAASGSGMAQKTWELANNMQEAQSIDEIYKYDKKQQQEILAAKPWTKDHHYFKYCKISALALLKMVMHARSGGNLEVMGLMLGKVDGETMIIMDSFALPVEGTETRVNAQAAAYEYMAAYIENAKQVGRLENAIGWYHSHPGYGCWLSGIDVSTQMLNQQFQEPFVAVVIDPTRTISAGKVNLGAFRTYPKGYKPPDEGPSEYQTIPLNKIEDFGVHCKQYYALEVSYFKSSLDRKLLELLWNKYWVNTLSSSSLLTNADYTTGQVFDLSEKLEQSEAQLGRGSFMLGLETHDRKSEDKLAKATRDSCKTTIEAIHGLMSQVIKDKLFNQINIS
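Detection – fluorescence polarization · System – HEK293T-derived human Csn5 enzyme · Controls – substrate-only high control, full reaction low control · Timing – 90 min, room temperature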
Rpn11 block: blocks the human proteasome subunit Rpn11; O00487; human 26S proteasome, Ub4-pepOG fluorescence polarization; 20S core pre-blocked with epoxomicin; calls only at 20 µM; 360,000 tested, 0.59% active;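 active = inhibition at 20 µM, scaled to each plate's controls, above about 33%, limit read from the data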
MLLE-PAM2 inh: inhibitors of microRNA-mediated deadenylation, human PABP1 MLLE binding; GST-MLLE / FITC-PAM2 fluorescence polarization; 360,000 tested, 0.36% active; AID 588489; inhibition, % at 20 µM; in the data active = inhibition above about 35%, passing the limit was not always enough;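 also: plate controls were DMSO wells with GST-MLLE for no effect and wells lacking GST-MLLE protein for full effect; some results filed as inactive read as strong as hits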
Numbers without * were called inactive; i = inactive; . = not tested or not shown.

Fields – SKN-1 inh | Rin1-Abl PPI inh | NadD inh | MT1-MMP act inh | Neddyl block | FAS-TE inh | CSN inh | Rpn11 block | MLLE-PAM2 inh
> COc1ccc(-c2cc(C(=O)N(C)CC(=O)Nc3cccc(F)c3)c3ccccc3n2)cc1
 : 27 | -1 | 8 | 1 | . | 19 | -1 | i | -24
> COCCNC(=O)C1Cc2c(-c3cccc(NC(C)=O)c3)ccnc2O1 (stereo unspecified)
 : 13 | 1 | 0 | 1 | i | -9 | -1 | i | 0
> Cc1ccc(-n2nc3c(=O)n(CCCC(=O)N4CCCCC4)nc(C)c3c2C)cc1
 : 1 | 0 | 1 | 7 | i | -5 | 0 | i | 6
> CN(C)C(=O)COc1ccc(S(=O)(=O)c2ccc(OCC(=O)N(C)C)cc2)cc1
 : 2 | -1 | -6 | 0 | i | -6 | -6 | i | -9
> CC(C)(C)NCc1ccc(OCc2cccs2)cc1
 : 7 | 1 | -5 | -1 | i | -5 | 3 | i | -10
> Oc1ccccc1C=NCCN=Cc1ccccc1O
 : -3 | -3 | 0 | -4 | i | -6 | -2 | i | -17
> Cc1ccc(CC2(OCCN(C)C)CCC(C(C)(C)C)CC2)cc1 (stereo unspecified)
 : -5 | 1 | 2 | 2 | i | -1 | -1 | i | -10
> Cn1nc(C(=O)OCC(=O)Nc2ccccc2OC(F)F)c2ccccc2c1=O
 : 5 | -5 | 1 | 0 | i | -6 | 5 | i | -9
> COc1cccc(O)c1CN1CCCC(C(=O)c2cccc(C(F)(F)F)c2)C1 (stereo unspecified)
 : -7 | 0 | -7 | -2 | i | 2 | -1 | i | -4
> COc1ccc(C2NC(=O)NC3=C2C(=O)CCC3)cc1 (stereo unspecified)
 : 10 | 0 | -5 | 2 | i | -9 | 0 | i | 5
> O=C(O)c1cccc(-n2c(-c3cnccn3)n[nH]c2=S)c1
 : -1 | 0 | 2 | 1 | i | -2 | -2 | i | 19
> Cc1cccc(NC(=S)N2CCC(N(C)CC3CCCO3)CC2)c1C (stereo unspecified)
 : 7 | -2 | 1 | 2 | i | -8 | 4 | i | 10
> Cc1ccc(C2(C(F)(F)F)NC(=O)N3CCCN=C3S2)cc1 (stereo unspecified)
 : 4 | 4 | 6 | 1 | i | -7 | 2 | i | -6
> COc1ccc(-n2ncc3c2CC(C)(C)CC3NC(=O)CCN2CCCC2=O)cc1 (stereo unspecified)
 : 7 | 2 | -1 | -2 | i | 0 | 5 | i | -7
> O=c1ccc(Cl)nn1-c1ccccc1
 : 19 | -2 | -9 | 2 | i | -6 | 3 | i | 9

A draw from above in order of SMILES length, highest first.
Fields – SKN-1 inh | Rin1-Abl PPI inh | NadD inh | MT1-MMP act inh | Neddyl block | FAS-TE inh | CSN inh | Rpn11 block | MLLE-PAM2 inh
> COCCNC(=O)C1Cc2c(-c3cccc(NC(C)=O)c3)ccnc2O1 (stereo unspecified)
 : 13 | 1 | 0 | 1 | i | -9 | -1 | i | 0
> Cc1ccc(C2(C(F)(F)F)NC(=O)N3CCCN=C3S2)cc1 (stereo unspecified)
 : 4 | 4 | 6 | 1 | i | -7 | 2 | i | -6
> O=c1ccc(Cl)nn1-c1ccccc1
 : 19 | -2 | -9 | 2 | i | -6 | 3 | i | 9

Next part.
Fields – SKN-1 inh | Rin1-Abl PPI inh | NadD inh | MT1-MMP act inh | Neddyl block | FAS-TE inh | CSN inh | Rpn11 block | MLLE-PAM2 inh
> Cc1noc(C)c1COc1ncnc2ccccc12
 : 11 | 3 | -8 | -5 | i | -8 | -8 | i | 15
> COc1ccc(NS(=O)(=O)c2ccc(C)c(NC(=O)C3CCCO3)c2)cc1 (stereo unspecified)
 : 0 | 0 | 1 | 3 | i | -3 | 0 | i | 3
> CSc1ccccc1C(=O)Nc1cc(C)cc(C)c1
 : -5 | 3 | -6 | 2 | i | -7 | 4 | i | 12
> COc1ccc(CNC(=O)CSc2nc3ccc(C)cc3[nH]2)cc1
 : 7 | -2 | -1 | 1 | i | -4 | 4 | i | -66
> COc1ccccc1/C=C/C(=O)Nc1cccc(S(=O)(=O)N2CCOCC2)c1
 : 10 | -1 | -6 | 0 | i | 18 | 3 | i | -2
> Cc1ccc(C)c(S(=O)(=O)c2c[nH]c(=S)[nH]c2=O)c1
 : 12 | 4 | 2 | 0 | i | -7 | -3 | i | 32
> COc1ccc(N2C(=O)CC(c3ccccc3)CC2=O)cc1
 : 7 | 0 | 2 | 0 | i | -11 | -4 | i | -7
> c1ccc(-c2ccc(CN3C[C@@H]4C(c5ccccc5)C5(c6ccccc6)CC4(C5)[C@H]3c3ccccc3)cc2)cc1 (stereo partly specified)
 : -7 | 5 | 16 | 0 | i | 27 | 2 | i | 0
> CCN(c1ccccc1)S(=O)(=O)c1ccc(OC)c(NC(=O)C2CC2)c1
 : 8 | 3 | -11 | -1 | i | 7 | 1 | i | 3
> COC(=O)NNC(=O)c1ccccc1OC
 : -3 | -2 | -4 | -1 | i | -3 | -5 | i | 2
> CC(=O)Nc1ccc(S(=O)(=O)NC2C3(C)CCC(C3)C2(C)C)cc1 (stereo unspecified)
 : -2 | -1 | -10 | -1 | i | 2 | -2 | i | 10
> O=C(Nc1cccc2ccccc12)NC1CCS(=O)(=O)C1 (stereo unspecified)
 : 4 | -2 | 9 | -3 | i | -10 | -1 | i | -8
> COc1ccc(-n2nc(C(=O)NCC(=O)N(C)Cc3ccccc3)c3ccccc3c2=O)c(OC)c1
 : 1 | 1 | -2 | -1 | i | 2 | 2 | i | 1
> CCOc1ccc(S(=O)(=O)Nc2cc(OC)c(OC)cc2C(=O)O)cc1
 : -7 | 2 | 11 | 4 | i | -6 | -5 | i | 2
> COc1cccc(-c2cc3nc(-c4ccccc4)cc(=O)n3[nH]2)c1
 : 19 | 1 | 7 | -5 | . | -4 | 5 | i | 21

Next compounds
Fields – SKN-1 inh | Rin1-Abl PPI inh | NadD inh | MT1-MMP act inh | Neddyl block | FAS-TE inh | CSN inh | Rpn11 block | MLLE-PAM2 inh
> Cn1c(CSCc2ccc(Cl)cc2)nnc1SCC(=O)Nc1nc2ccccc2s1
 : 20 | -1 | 21 | 2 | i | -1 | 2 | i | 2
> Cc1cc(C)n2nc(C(=O)Nc3ccc(S(=O)(=O)N4CCCC4)cc3)nc2n1
 : -12 | -4 | -2 | -4 | i | -5 | -1 | i | -1
> COc1ccc(CN2CCC(CNS(=O)(=O)c3cccc(C(F)(F)F)c3)CC2)cc1
 : 8 | -2 | 4 | 5 | i | 1 | -3 | i | -3
> O=C(Cc1ccccc1F)c1ccc(O)cc1O
 : 0 | 1 | -9 | 0 | i | -4 | 0 | i | -7
> CC(NC(=O)CSc1nnc(-c2cccc(S(=O)(=O)N3CCCCC3)c2)o1)C12CC3CC(CC(C3)C1)C2 (stereo unspecified)
 : -2 | 0 | 11 | -16 | i | 32 | 3 | i | -39
> CCOC(=O)CC(NC(=O)c1ccc(C)cc1)c1ccc(C)cc1 (stereo unspecified)
 : -11 | 5 | -8 | -2 | i | 0 | 4 | i | 1
> Cc1ccc(C)c(S(=O)(=O)Nc2nc3ccc(S(N)(=O)=O)cc3s2)c1
 : -4 | 7 | 4 | 6 | i | -2 | 8 | i | -7
> CN(CC(=O)Nc1ccccc1Br)C(=O)c1ccccc1Sc1ccccc1C#N
 : -3 | 5 | 1 | -4 | i | 4 | -7 | i | 4
> COc1ccc(C(CNC(=O)C2CC(=O)N(Cc3ccc(C)cc3)C2)N(C)C)cc1 (stereo unspecified)
 : 13 | 1 | 0 | 1 | i | -7 | 3 | i | 8
> O=C(CNC(=O)c1cccnc1)N=Nc1c(O)[nH]c2c(Br)cc(Br)cc12
 : 6 | -1 | 21 | -4 | i | -1 | 10 | i | -12
> CCN(CC)S(=O)(=O)c1ccc(N2CCOCC2)c(NC(=O)C23CC4CC(CC(Cl)(C4)C2)C3)c1
 : 20 | 0 | -5 | -6 | i | 26 | -3 | i | 3
> c1ccc(Cn2nnc(-c3ccccc3)n2)cc1
 : 6 | -3 | -9 | -1 | i | 9 | -2 | i | -1
> Cc1cccc(C)c1N1C(=O)c2ccccc2NC(=O)C1C(=O)NCC(C)C (stereo unspecified)
 : -5 | . | . | 3 | i | . | -2 | . | .
> COC(=O)C1=C(C)NC(=O)NC1c1cccc(OC)c1OCc1ccccc1 (stereo unspecified)
 : -9 | 0 | -2 | 5 | i | -6 | 1 | i | 9
> CCOC(=O)c1cccc(NC(=O)c2ccc(F)cc2F)c1
 : 5 | 0 | 1 | 2 | i | -1 | 3 | i | 9

Gathered by group: the entries above with a CF3 group (3)
Fields – SKN-1 inh | Rin1-Abl PPI inh | NadD inh | MT1-MMP act inh | Neddyl block | FAS-TE inh | CSN inh | Rpn11 block | MLLE-PAM2 inh
> COc1cccc(O)c1CN1CCCC(C(=O)c2cccc(C(F)(F)F)c2)C1 (stereo unspecified)
 : -7 | 0 | -7 | -2 | i | 2 | -1 | i | -4
> Cc1ccc(C2(C(F)(F)F)NC(=O)N3CCCN=C3S2)cc1 (stereo unspecified)
 : 4 | 4 | 6 | 1 | i | -7 | 2 | i | -6
> COc1ccc(CN2CCC(CNS(=O)(=O)c3cccc(C(F)(F)F)c3)CC2)cc1
 : 8 | -2 | 4 | 5 | i | 1 | -3 | i | -3

(continued)
Fields – SKN-1 inh | Rin1-Abl PPI inh | NadD inh | MT1-MMP act inh | Neddyl block | FAS-TE inh | CSN inh | Rpn11 block | MLLE-PAM2 inh
> COc1ccc(S(=O)(=O)NCc2ccc(C(=O)NCCCN3CC(C)CC(C)C3)cc2)cc1 (stereo unspecified)
 : 12 | 0 | -5 | -1 | i | -6 | 6 | i | 19
> CC1Cc2ccccc2N1C(=O)COc1nc2ccccc2nc1N1CCOCC1 (stereo unspecified)
 : -8 | -1 | 7 | -3 | i | 3 | -1 | i | -14
> CC1(C(=O)NCc2ccccc2)CN(S(C)(=O)=O)CC(=O)N1CCc1ccccc1F (stereo unspecified)
 : 3 | . | . | 4 | i | . | 0 | . | .
> CCCCOC(=O)Nc1ccc(S(=O)(=O)Nc2nccs2)cc1
 : 2 | -3 | -3 | 3 | i | -6 | -3 | i | 4

Grouped by structure: those above containing fluorine.
Fields – SKN-1 inh | Rin1-Abl PPI inh | NadD inh | MT1-MMP act inh | Neddyl block | FAS-TE inh | CSN inh | Rpn11 block | MLLE-PAM2 inh
> COc1ccc(-c2cc(C(=O)N(C)CC(=O)Nc3cccc(F)c3)c3ccccc3n2)cc1
 : 27 | -1 | 8 | 1 | . | 19 | -1 | i | -24
> Cn1nc(C(=O)OCC(=O)Nc2ccccc2OC(F)F)c2ccccc2c1=O
 : 5 | -5 | 1 | 0 | i | -6 | 5 | i | -9
> COc1cccc(O)c1CN1CCCC(C(=O)c2cccc(C(F)(F)F)c2)C1 (stereo unspecified)
 : -7 | 0 | -7 | -2 | i | 2 | -1 | i | -4
> Cc1ccc(C2(C(F)(F)F)NC(=O)N3CCCN=C3S2)cc1 (stereo unspecified)
 : 4 | 4 | 6 | 1 | i | -7 | 2 | i | -6
> COc1ccc(CN2CCC(CNS(=O)(=O)c3cccc(C(F)(F)F)c3)CC2)cc1
 : 8 | -2 | 4 | 5 | i | 1 | -3 | i | -3
> O=C(Cc1ccccc1F)c1ccc(O)cc1O
 : 0 | 1 | -9 | 0 | i | -4 | 0 | i | -7
> CCOC(=O)c1cccc(NC(=O)c2ccc(F)cc2F)c1
 : 5 | 0 | 1 | 2 | i | -1 | 3 | i | 9
> CC1(C(=O)NCc2ccccc2)CN(S(C)(=O)=O)CC(=O)N1CCc1ccccc1F (stereo unspecified)
 : 3 | . | . | 4 | i | . | 0 | . | .
